# TAAR1 ag – human TAAR1 agonism | 360,000 tested, 0.99% active | CHO RD-HGA16 TAAR1, Fluo-8 calcium fluorescence; vehicle wells 0%, saturating PEA agonist 100% | activation, % at 3 µM | Q96RJ0;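 active = activation above the mean activation of all test compounds in the run plus 3 SD, cut at about 38% in these data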
# Target sequence (Q96RJ0 whole entry, looked up): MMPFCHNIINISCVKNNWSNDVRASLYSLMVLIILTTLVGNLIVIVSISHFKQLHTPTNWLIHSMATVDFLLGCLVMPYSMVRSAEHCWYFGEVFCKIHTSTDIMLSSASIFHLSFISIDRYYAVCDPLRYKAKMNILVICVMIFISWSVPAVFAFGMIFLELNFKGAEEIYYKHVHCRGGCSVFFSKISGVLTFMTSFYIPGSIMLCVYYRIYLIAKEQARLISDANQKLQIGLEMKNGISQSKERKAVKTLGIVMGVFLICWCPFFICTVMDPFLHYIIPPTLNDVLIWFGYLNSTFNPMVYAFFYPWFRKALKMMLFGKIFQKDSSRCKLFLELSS
#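 System: CHO-derived RD-HGA16 cells with stable Gα16 and human TAAR1 / Times: 17-24 h plating, Fluo-8 75 min 37 °C, 30 min RT / Technique: calcium-sensitive Fluo-8 signal, excitation 470-495, emission 515-575 nm / Measure: % activation relative to PEA EC100 response / Benchmarks: DMSO and PEA EC100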
# TAAR1 antagonist – human TAAR1 antagonism; Q96RJ0; CHO RD-HGA16 TAAR1, Fluo-8 calcium fluorescence, antagonist; inhibition, % at 3 µM; 360,000 tested, 1.5% active;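 active = inhibition above a per-plate cutoff, the mean inhibition of test compounds on that plate plus 3 SD, cut at about 49% in these data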;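 also: 0% = DMSO plus EC80 beta-PEA response and 100% = DMSO alone without agonist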
#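 Test system – hTAAR1-expressing CHO RD-HGA16 cells, Gα16-coupled · Reagent – β-PEA at EC80 concentration, post-compound challenge · Compound dosing – 3 µM, single point · Timing – 140 s kinetic read after compound, 140 s after agonist · Detection – Fluo-8 intracellular calcium dye fluorescence, real-time kinetic reads · Control set – DMSO and EC80 PEA controls · Repeats – n of 1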
# CHO-K1 Ca antag – counter-screen for M1 antagonists: effect in parental CHO-K1 cells; AID 602250; 360,000 tested, 0.6% active; inhibition, % at 3 µM; ATP-induced calcium, Fluo-8 fluorescence;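 active = inhibition above a per-plate cutoff, the plate's mean sample inhibition plus 3 SD, cut at about 24% in these data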;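 also: 0% = DMSO plus EC80 ATP and 100% = DMSO alone without ATP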
# M1 PAM parental – counter-screen for M1 PAMs: effect in parental CHO-K1 cells; ATP EC20, Fluo-8 calcium fluorescence; 0% at ATP EC20, 100% at ATP max; activation, % at 3 µM; 360,000 tested, 0.02% active; AID 602247;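 active = activation above the run cutoff, the mean activation of all test compounds plus 3 SD, cut at about 40% in these data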;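 also: peak over basal fluorescence ratio in a 140 s read after ATP addition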
# OXTR potentiate – human OXTR potentiation | P30559 | 320,000 tested, 0.061% active | activation, % at 3 µM | CHO-OTR cells, Fluo-8 calcium fluorescence, potentiator mode; 0% = oxytocin EC15, 100% = EC100;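 active = activation above that plate's cutoff, the mean activation of tested compounds plus 3 SD, cut at about 6.6% in these data, passing the limit was not always enough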;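 also: 100% uses oxytocin at 75 nM as the full agonist control; some results filed as inactive read as strong as hits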
#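 test system = CHO-OTR cells, human receptor | compound = single-point 3.0 µM | schedule = 6 min compound pre-incubation at room temperature, 100 s kinetic read | signal = Fluo-8 no-wash calcium dye fluorescence, excitation 470-495 nm, emission 515-575 nm | repeats = single well per compound, singlicate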
# CHRM1 agonist – agonists of human M1 muscarinic receptor; P11229; CHO-K1 hM1, Fluo-8 calcium fluorescence, agonist mode; 0% DMSO, 100% acetylcholine EC100; activation, % at 3 µM; 360,000 tested, 0.33% active;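 active = activation above the run's mean compound activation plus 3 SD, cut at about 16% in these data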;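 also: peak over basal fluorescence ratio within a 140 s kinetic read after compound addition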
# M1 ag parental – counter-screen for M1 agonists: effect in parental CHO-K1 cells; Fluo-8 calcium fluorescence; scaled to maximal ATP response, vehicle zero; activation, % at 3 µM; 360,000 tested, 0.48% active; in the data active = activation above about 15%;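 also: untransfected CHO-K1 host cells lacking M1 receptor as counterscreen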
# V1aR counter – V1a receptor agonism, counter-screen for OXTR agonists. AID 2797. P37288. 320,000 tested, 0.25% active. activation, % at 3 µM. CHO-V1R cells, Fluo-8 calcium fluorescence, agonist mode; 0% DMSO, 100% 3 nM vasopressin;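 active = activation above the mean activation of all tested compounds plus 3 SD, per screening run, cut at about 20% in these data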;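 also: signal is peak over basal fluorescence ratio across a 100 second FLIPR read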
# Target sequence (P37288 whole entry, looked up): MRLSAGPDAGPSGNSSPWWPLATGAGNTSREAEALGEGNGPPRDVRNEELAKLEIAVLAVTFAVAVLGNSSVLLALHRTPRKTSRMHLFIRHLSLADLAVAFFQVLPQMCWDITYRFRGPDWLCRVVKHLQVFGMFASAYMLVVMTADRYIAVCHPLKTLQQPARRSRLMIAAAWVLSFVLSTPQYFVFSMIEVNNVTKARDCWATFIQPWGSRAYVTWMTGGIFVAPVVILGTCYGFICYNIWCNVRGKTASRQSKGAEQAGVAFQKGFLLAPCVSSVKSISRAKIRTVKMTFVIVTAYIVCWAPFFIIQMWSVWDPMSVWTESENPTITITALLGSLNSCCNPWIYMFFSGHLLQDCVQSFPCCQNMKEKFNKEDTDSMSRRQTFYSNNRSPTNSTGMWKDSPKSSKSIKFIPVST
# CHO parental Ca – signal in parental CHO cells, OX1R antagonist counter-screen | parental CHO-K1, ATP-induced calcium, Fluo-8 fluorescence | inhibition, % at 5.6 µM | 330,000 tested, 0.63% active;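 active = inhibition above that plate's mean sample inhibition plus 3 SD, cut at about 26% in these data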;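 also: 0% = ATP-challenged DMSO wells and 100% = DMSO wells without ATP; some compounds past the cut are filed as inactive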
#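 Test system: untransfected parental CHO cell line; also added: ATP stimulus; dosing: 5.6 µM, single dose; signal: calcium-sensitive Fluo-8 fluorescence; measure: percent inhibition of ATP-evoked calcium rise, normalized to controls; benchmarks: low control ATP plus DMSO, high control DMSO only; replication: one well per compound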
# * hit, by the source's call; . = no result given.
SMILES,TAAR1 ag,TAAR1 antagonist,CHO-K1 Ca antag,M1 PAM parental,OXTR potentiate,CHRM1 agonist,M1 ag parental,V1aR counter,CHO parental Ca
CC(CC(=O)NC1CCCC1)c1ccccc1 (configuration not stated),7,5,-19,3,-13,-1,0.4,-0.6,-2
COc1ccccc1Nc1nc(N)nc(CN2CCc3ccccc3C2)n1,43*,-8,-10,13,-11,-7,1.6,0.1,-20
O=C(NCc1ccccc1)c1cc(S(=O)(=O)N2CCOCC2)ccc1F,12,-12,7,11,-1,-3,0.4,0.4,-12
O=c1[nH]c(CSc2ncnc3sc(-c4ccccc4)cc23)nc2ccccc12,3,-12,-10,6,-6,-3,-0.1,0.3,1
Cc1ccc(CC(=O)Nc2ccc(C(=O)N3CCOCC3)cc2)cc1,4,-9,-7,14,-7,-1,1.7,0.4,5
COc1ccc(CNc2nc(-c3ccccc3)nc3ccccc23)cc1OC,8,-41,-16,16,-19,-7,3.0,0.2,-14
CN(C)S(=O)(=O)c1cccc(C(=O)Nc2cc(Cl)ccc2O)c1,14,-7,-9,5,-14,0,3.7,8.0,-7
CC1=NN(c2ccccc2)C(=O)/C1=C\N1CC(C)OC(C)C1 (configuration not stated),98*,70*,0,18,2,-3,0.2,0.1,-7
CCOC(=O)c1cccc(C2=CC(=O)CC(C)(C)C2)c1,4,-5,-9,1,1,-9,-1.1,-1.7,-16
CN(C)S(=O)(=O)c1ccc(Cl)c(NC(=O)CN2CCCCCC2)c1,4,-7,-13,6,5,-8,0.9,-0.2,7
CCOC(=O)/C(C#N)=C1/C=Cc2ccccc2N1CC,1,12,-4,3,-3,-3,0.5,-0.2,-13
COc1ccc(/C=C/C(=O)NC(C)(C)C)cc1S(=O)(=O)N1CCOCC1,2,-7,0,5,0,-4,1.3,5.1,-4
COc1cccc(CC(=O)NNC(=O)c2ccc3c(c2)OCO3)c1,0,7,-3,-4,0,-2,0.8,1.4,5
Oc1c(Cl)cc(Cl)cc1CNc1nc2ccccc2[nH]1,5,16,20,-14,-24,0,11,7.1,27
COc1ccc(C(C)=O)cc1OCc1ccccc1,1,-6,7,9,.,-2,1.9,.,.
CC(=O)NCCC(=O)Nc1cc(F)ccc1C,11,0,-3,12,-5,-3,0.3,0.9,10
CC(CCc1ccccc1)NC(=O)COC(=O)c1cccnc1Cl (configuration not stated),5,3,-24,19,0,-3,1.1,0.7,-8
Cc1ccc2c(c1)N(CC(=O)NCCCN1CCCCC1)C(=O)CO2,-3,-17,-18,-16,0,-9,0.1,-0.2,9
CC(C)CCCN1CCN=C1Nc1ccccc1,9,1,-15,13,-2,-8,1.6,1.5,2
O=C(O)c1ccc(CSc2nc(-c3ccc(Cl)cc3)cc(C(F)(F)F)n2)cc1,-1,16,12,-5,0,-2,0.2,1.0,-16
CN(CC(=O)Nc1c(Cl)cccc1Cl)C(=O)Cn1[nH]c(=O)c2ccccc2c1=O,0,-5,-8,3,-2,0,-0.3,0.0,-13
COc1c(Br)cc2c(C)c(C(=O)O)oc2c1Br,-1,-2,1,9,-10,-6,0.0,0.4,-2
O=C(NCCS(=O)(=O)NCc1ccccc1Cl)c1ccccc1,0,-11,7,-3,-1,0,1.4,0.1,-10
COCCCn1c(-c2ccsc2)nc2c1c(=O)[nH]c(=O)n2Cc1ccccc1,5,-10,-10,19,-9,-3,0.9,0.1,-11
COc1ccccc1C(CCN(Cc1cccs1)C(C)=O)c1ccco1 (configuration not stated),14,-1,-6,10,-5,-3,-0.2,0.5,-20
O=C1C(Cl)=C(N2CCCCC2)C(=O)N1c1ccccc1Cl,-2,31,0,5,-4,-8,-0.3,-1.4,-17
CCOC(=O)N1CC=C2C(C#N)=C(N)C(C#N)(C#N)[C@H](c3ccc(OC(C)C)c(OCC)c3)[C@H]2C1,2,-13,-8,13,2,-1,0.2,0.4,-19
CCN1CCN(c2nc(Nc3ccccc3F)nc(N)c2[N+](=O)[O-])CC1,0,1,-11,27,5,-5,1.7,1.7,-15
COc1cccc(CNC(=O)Cc2ccc(-c3ccccc3)cc2)c1,4,0,-14,22,-2,-2,0.4,1.7,-22
CC(C)C[C@H](NC(=O)N1CCn2c1nc1ccccc12)C(=O)NCCc1ccccc1,3,-12,-7,5,-2,-1,4.4,0.2,-26
CC(C)C(OC(=O)c1cccs1)C(=O)NCc1ccc2c(c1)OCO2 (configuration not stated),10,-1,-13,14,-13,-5,2.6,-0.7,-11
COc1cccc(OCCNc2cc(Cl)ccc2[N+](=O)[O-])c1,3,20,-11,24,-5,-8,0.3,0.3,-29
COc1ccc(C(=O)N2CCn3c2nc2ccccc23)cc1,0,-4,-4,13,2,-2,0.1,-0.4,1
CC(=O)NC(CC(=O)Nc1ccc(S(=O)(=O)N2CCCC2)cc1)c1ccccc1 (configuration not stated),6,3,-6,1,-12,-3,0.3,1.6,-18
COc1ccc(NS(=O)(=O)c2ccc(NS(=O)(=O)c3ccc(C)cc3)cc2)nn1,8,12,-7,15,-12,-3,0.2,-0.3,-8
CCSc1ccc([C@@H]2[C@@H]3C(=O)N(CC)C(=O)[C@@H]3[C@]3(C(=O)OC)CCCCN23)cc1,8,-2,-12,8,-12,-4,0.9,-1.6,-30
CCc1ccccc1N(C(=O)Cn1nnc2ccccc21)C(C(=O)NCCOC)c1ccco1 (configuration not stated),6,-3,3,0,-8,-2,-0.5,0.6,-18
Cc1onc(-c2ccccc2Cl)c1C(=O)Nc1nnc(-c2cccc([N+](=O)[O-])c2)s1,20,20,6,15,-11,7,7.2,9.4,-17
COc1ccccc1S(=O)(=O)Cc1ccc(C(=O)NCc2cccnc2)o1,0,6,-3,7,5,-3,-0.1,0.4,-10
N#C/C(=C\c1ccc([N+](=O)[O-])cc1)c1ccccn1,-2,4,-13,6,-4,-5,0.3,-1.6,-14
COc1ccc(Cn2c(C)c(C)c(C#N)c2NC(=O)Nc2ccccc2)cc1,7,-14,19,-5,-6,-4,0.9,-0.5,-8
CC1=C(N2CCOCC2)CCC1=O,1,7,-19,11,1,-2,2.2,0.5,-3
CC1(C(=O)NS(=O)(=O)c2cccc(F)c2)CCN1C(=O)Cc1cccc2ccccc12 (configuration not stated),3,-11,1,-1,.,0,-0.3,.,.
Cc1csc2ncc(C(=O)Nc3ccc4c(c3)OCCO4)c(=O)n12,0,-19,3,5,4,-3,0.2,-0.5,-2
CCN(CC(=O)NC1CCS(=O)(=O)C1)S(=O)(=O)c1ccc(F)cc1 (configuration not stated),1,1,-8,-1,-4,-2,-0.2,0.4,-2
Cc1ccc(/C=N/NC(=O)c2ccc(NC(=O)c3ccc(Cl)cc3)cc2)o1,1,-9,-10,-8,5,-5,1.0,0.4,-7
S=C(Nc1ccccc1)Nc1ccc(OCc2ccc(Cl)cc2Cl)cc1,6,-8,2,18,-1,-3,0.3,1.1,-1
Cc1cc(NC(=O)c2coc(=O)c(Br)c2)ccc1C(C)C,3,17,-10,27,-10,-3,1.4,-0.9,-9
Cc1nc(C)c(C(=O)N2CCCC(C(=O)c3cc(F)ccc3F)C2)s1 (configuration not stated),1,-9,-8,14,-11,-2,2.8,1.8,-24
O=C(COc1ccccc1)Nc1ccccc1Oc1ccccc1,4,5,-1,7,-2,-6,-0.7,-0.9,-29

# A portion taken from the entries so far, as a working copy:
SMILES,TAAR1 ag,TAAR1 antagonist,CHO-K1 Ca antag,M1 PAM parental,OXTR potentiate,CHRM1 agonist,M1 ag parental,V1aR counter,CHO parental Ca
Cc1ccc(/C=N/NC(=O)c2ccc(NC(=O)c3ccc(Cl)cc3)cc2)o1,1,-9,-10,-8,5,-5,1.0,0.4,-7
S=C(Nc1ccccc1)Nc1ccc(OCc2ccc(Cl)cc2Cl)cc1,6,-8,2,18,-1,-3,0.3,1.1,-1
Cc1cc(NC(=O)c2coc(=O)c(Br)c2)ccc1C(C)C,3,17,-10,27,-10,-3,1.4,-0.9,-9
Cc1nc(C)c(C(=O)N2CCCC(C(=O)c3cc(F)ccc3F)C2)s1 (configuration not stated),1,-9,-8,14,-11,-2,2.8,1.8,-24
O=C(COc1ccccc1)Nc1ccccc1Oc1ccccc1,4,5,-1,7,-2,-6,-0.7,-0.9,-29

# Continuation:
SMILES,TAAR1 ag,TAAR1 antagonist,CHO-K1 Ca antag,M1 PAM parental,OXTR potentiate,CHRM1 agonist,M1 ag parental,V1aR counter,CHO parental Ca
O=C(Nc1ccc2oc(-c3ccccc3F)nc2c1)c1ccc2c(c1)OCCO2,12,46,-16,9,2,0,8.1,1.8,-9
COC(=O)C1=C(C)NC(=O)C1(NC(=O)CN1CCCC1=O)C(F)(F)F (configuration not stated),3,-13,-10,19,-6,-2,0.4,0.5,4
O=C(/C=C/c1ccccc1)NC(NC(=S)Nc1cc(Cl)ccc1Cl)C(Cl)(Cl)Cl (configuration not stated),18,-6,9,5,-10,1,6.6,4.0,15
COc1ccc(S(=O)(=O)N2CCOCC2)cc1NC(=O)CN(C)Cc1c(F)cccc1Cl,6,36,-3,14,-15,-3,4.7,2.8,-10
OCCNc1nnc(-c2ccccc2)c(-c2ccccc2)n1,3,-3,-5,-9,-5,-2,0.8,0.4,-5
COC(=O)c1cc(OC)c(OC)cc1NC(=O)CSc1nnnn1Cc1ccccc1,10,-8,15,-6,-13,2,1.6,1.9,-8
O=C1OC(N2C(=O)CC[C@H]2C(=O)Nc2ccc(Br)cc2F)c2ccccc21 (some centres not stated),0,-12,10,2,1,-9,0.3,0.7,-4
Cn1cccc1C(=O)OCC(=O)c1c[nH]c2ccccc12,6,22,4,-1,-4,-2,1.0,1.2,-4
Cc1ccc(OCC(=O)NC(C)c2ccccc2)cc1C (configuration not stated),4,-19,-3,14,-14,-2,0.9,-0.8,-15
CCOc1ccc(N2C(=O)CC(Sc3nc4ccc(OCC)cc4s3)C2=O)cc1 (configuration not stated),10,-17,6,2,-6,0,0.3,-0.3,-14
O=C(NCCCc1ccncc1)C1CCC(=O)N(Cc2cccc(F)c2)C1 (configuration not stated),2,-28,-17,19,5,-3,0.9,1.2,-2
O=C(NC1CC1)C1CCN(C2CCN(C(=O)CC3=CCCCC3)CC2)CC1,5,12,-4,9,-5,-9,0.3,0.8,-13

# Compound activity deposited in PubChem BioAssay by The Scripps Research Institute Molecular Screening Center.

# Random draw from the library; about 3.3% have a hit in one of these screens.
